Screening results deposited in PubChem BioAssay by Sanford-Burnham Center for Chemical Genomics.
SENP8 block-1 = SENP8 protease inhibition; Q96LD8; purified SENP8, Z-RLRGG-aminoluciferin cleavage, luminescence; inhibition, % at 10 µM; 330,000 compounds, 1.2% hits; AID 2540; in the data active means inhibition above about 50%
Target sequence (Q96LD8 whole entry, looked up): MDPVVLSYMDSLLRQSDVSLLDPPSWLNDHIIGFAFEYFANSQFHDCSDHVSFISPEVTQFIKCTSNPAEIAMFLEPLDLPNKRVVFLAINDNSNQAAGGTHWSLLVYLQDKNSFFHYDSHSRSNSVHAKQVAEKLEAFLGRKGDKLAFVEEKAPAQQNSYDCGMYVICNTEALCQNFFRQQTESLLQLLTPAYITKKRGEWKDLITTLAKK
MIN6 prolif = MIN6 beta-cell proliferation induction. 330,000 compounds, 0.29% hits. proliferation, % at 10 µM. AID 2380. MIN6 cells proliferation, ATPlite luminescence, 48 h; cells starved in 0.2% serum; 100% = growth in 10% serum;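 active means compounds whose signal lies at least 3.5 SD above the mean of all wells on their plate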;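 further: 0% = DMSO-treated cells in low-serum medium and 100% = 10% serum control; some compounds called inactive have numbers as strong as hits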
SENP6 block = SENP6 protease inhibition. AID 2599. Q9GZR1. 330,000 compounds, 1.8% hits. inhibition, % at 10 µM. Recombinant SENP6 catalytic domain, aminoluciferin luminescence;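 active means inhibition above about 50% at the single tested dose, limit read from the data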;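 further: plate controls were DMSO wells with enzyme for no effect and DMSO wells lacking enzyme for full effect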
UBC13 polyUb = human UBC13 polyubiquitination inhibition; P61088; UBC13 polyubiquitin chain formation, TR-FRET; inhibition, % at 20 µM; 330,000 compounds, 0.47% hits; in the data active means inhibition above about 45%, passing the limit was not always enough
Target sequence (P61088 whole entry, looked up): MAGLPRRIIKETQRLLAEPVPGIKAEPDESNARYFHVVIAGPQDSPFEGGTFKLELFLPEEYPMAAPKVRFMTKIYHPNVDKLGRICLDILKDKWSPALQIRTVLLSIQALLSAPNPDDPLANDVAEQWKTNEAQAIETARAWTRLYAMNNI
SENP1 FRET inh = SENP1 (human) catalytic domain inhibition; 360,000 compounds, 0.21% hits; inhibition, % at 10 µM; Q9P0U3; recombinant SENP1 catalytic domain, CyPet-SUMO1-YPet FRET cleavage;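 active means inhibition at least 30% at 10 µM, raw YFP signal under a set limit, fluorescence ratio 0.5 to 1.5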;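 further: 0% = enzyme with DMSO and 100% = no enzyme wells; some results filed as inactive read as strong as hits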
Target sequence (Q9P0U3 419-644 limits assumed): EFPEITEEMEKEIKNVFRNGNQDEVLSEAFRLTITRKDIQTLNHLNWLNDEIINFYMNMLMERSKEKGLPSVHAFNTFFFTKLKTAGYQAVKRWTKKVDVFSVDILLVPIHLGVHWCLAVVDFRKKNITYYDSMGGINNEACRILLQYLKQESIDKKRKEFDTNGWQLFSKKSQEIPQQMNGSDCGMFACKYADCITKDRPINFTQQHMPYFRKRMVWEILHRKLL
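material = recombinant human SENP1 catalytic domain, His6-tagged | quantity = 20 pM enzyme | reagent = 25 nM SUMO1 FRET substrate | compound dosing = 10 µM single point, 0.5% DMSO | timing = 50 min enzyme reaction, room temperature, light-protected | detection = FRET, CFP and YFP emission | control set = no-enzyme low, enzyme-DMSO high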
PfGluPho inh = PfG6PD (Plasmodium falciparum) enzyme inhibition. PfGluPho enzyme, NADPH resazurin-diaphorase fluorescence. inhibition, % at 20 µM. 350,000 compounds, 0.78% hits. AID 504690;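 active means inhibition reaching at least a set limit at 20 µM in the primary screen, cut at about 59% in these data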;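 further: 0% = DMSO wells with substrate and 100% = DMSO wells lacking glucose-6-phosphate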
HKDC1 inh = HKDC1 (human) hexokinase inhibition; recombinant HKDC1, G6PDH/diaphorase resazurin coupled fluorescence; inhibition, % at 20 µM; 340,000 compounds, 0.16% hits; AID 493160;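 active means inhibition above about 35% when tested at 20 µM, limit read from the data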;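 further: plate controls were DMSO wells with enzyme for no effect and DMSO wells lacking enzyme for full effect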
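Assay system – recombinant HKDC1 (HK5) hexokinase enzyme, produced in-house · Input – HKDC1 at 5 µg/mL · Reagent – glucose plus 1 mM ATP as hexokinase substrates · Timing – 90 min reaction incubation at room temperature, dark · Measured by – G6PDH/diaphorase-coupled fluorescence, 1 mM NADP, 100 µM resazurin, 525/613 nm · Benchmarks – DMSO-enzyme wells negative, buffer-substituted wells positive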
SENP7 block = SENP7 protease inhibition. inhibition, % at 5 µM. recombinant SENP7, Z-RLRGG-aminoluciferin luminescence, 40 min. 330,000 compounds, 1.5% hits. AID 434973. Q9BQF6;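 active means inhibition above about 50% at the single test dose, limit read from the data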;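 further: plate controls were DMSO with enzyme for no effect and no enzyme buffer wells for full effect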
Target sequence (Q9BQF6 706-1050 limits assumed): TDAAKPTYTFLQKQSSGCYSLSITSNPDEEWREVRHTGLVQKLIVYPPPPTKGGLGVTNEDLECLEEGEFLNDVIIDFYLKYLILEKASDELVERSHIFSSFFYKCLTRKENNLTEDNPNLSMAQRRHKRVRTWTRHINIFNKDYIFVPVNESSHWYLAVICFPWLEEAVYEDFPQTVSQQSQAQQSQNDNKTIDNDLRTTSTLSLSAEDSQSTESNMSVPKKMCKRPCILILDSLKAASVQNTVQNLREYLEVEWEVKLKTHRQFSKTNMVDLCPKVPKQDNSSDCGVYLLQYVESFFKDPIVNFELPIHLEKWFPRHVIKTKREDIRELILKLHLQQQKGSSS
SENP8 block-2 = SENP8 (human) protease inhibition | Q96LD8 | recombinant SENP8, Nedd8 substrate fluorescence | inhibition, % at 20 µM | 360,000 compounds, 0.64% hits | AID 602440; in the data active means inhibition mostly above about 40%, no sharp cut-off; inactive means mostly below about 27%
The depositor's hits bear a star; / = no result given.

SMILES,SENP8 block-1,MIN6 prolif,SENP6 block,UBC13 polyUb,SENP1 FRET inh,PfGluPho inh,HKDC1 inh,SENP7 block,SENP8 block-2
C#CCOCCOCCOCCNc1nc(N2CCN(C(=O)CCCCCCCCCCNC(=O)[C@@H](CCSC)n3cc(CCO)nn3)CC2)nc(N2CCN(C(=O)CCCCCCCCCCNC(=O)[C@H](CCSC)n3cc(CCO)nn3)CC2)n1,6,-3,-7,28,0,-8,4,-4,12
O=C(C1CCN(S(=O)(=O)c2cccc3cccnc23)CC1)N1CCc2ccccc21,-4,0,-5,-2,0,-19,1,-8,15
CSc1ccccc1OCc1cc(C(=O)N(C)Cc2ccc(C)o2)no1,2,1,15,6,-7,17,5,3,-12
COc1ccc(-n2nnc3c(=O)n(CC(=O)N4CCCc5ccccc54)cnc32)cc1,3,-4,-2,-1,1,8,-7,11,11
O=c1[nH]c(CSc2nnnn2-c2ccc(Cl)cc2)nc2ccccc12,-1,1,-9,1,-22,-3,4,-6,4
CCCN1Cc2cccc(C(=O)N3CCN(c4ccccc4)CC3)c2C1=O,1,-3,-9,1,0,-4,-5,-2,13
COc1cc(C2c3cc4c(cc3OC(N3CCCC3)C2C)OCO4)cc(OC)c1O (stereo not given),/,/,/,/,1,8,0,/,3
COc1cc2c(cc1NC(=O)c1cccc([N+](=O)[O-])c1C)oc1ccccc12,-11,-6,-6,-6,2,-6,-5,-7,-4
CC(=O)c1cccc(NC(=O)c2ccc3c(c2)CCCC3)c1,20,-4,37,-4,1,54,1,14,6
CCC(=O)Nc1ccc(C(=O)NNC(=O)c2cc([N+](=O)[O-])cc([N+](=O)[O-])c2)cc1,6,0,17,-14,1,0,0,14,2
Cc1cc2c(cc1S(=O)(=O)CCC(=O)NC1CCCCC1C)OCC(=O)N2 (stereo not given),-10,1,-27,-2,0,-7,-3,-5,12
N#CC1(NC(=O)COC(=O)c2ccccc2SCC(=O)N2CCCC2)CCCCC1,-8,3,-5,7,0,2,-8,-10,1
Cc1cccc(N(Cc2ccccc2)C(=O)Cc2ccc(S(=O)(=O)N3CCOCC3)s2)c1,-5,-4,-7,-8,-4,11,0,-6,-4
COc1cccc(NC(=O)COC(=O)c2c3c(nc4ccccc24)CCC(C)C3)c1 (stereo not given),-3,-6,-19,-4,-1,53,14,8,-11
CCn1c(SCC(=O)NC2(C#N)CCCCC2)nc2ccccc2c1=O,-5,1,-12,8,-2,-10,-2,-8,-2
Cc1nc(Nc2ccc(Cl)c(Cl)c2)sc1C(=O)Nc1ccccc1,-11,-6,-23,19,0,36,-1,4,-126
CC(C)C(C(=O)NCc1ccco1)N(Cc1ccco1)C(=O)CNS(=O)(=O)c1ccc(F)cc1 (stereo not given),-4,-1,-35,2,-1,-1,-3,0,4
COc1ccc(-c2nc(SC(CC(=O)NCCO)c3cccs3)n[nH]2)cc1 (stereo not given),-4,-1,-11,-2,1,7,-6,-5,9
CN(Cc1cc(Cl)cc(Cl)c1)CC(C(=O)c1ccccc1)c1ccccc1 (stereo not given),/,/,/,/,2,19,0,/,8
CCOC(=O)c1cc(-c2ccccc2)sc1NC(=O)CN1C(=O)NC(CC)(c2ccc(F)cc2)C1=O (stereo not given),-5,-6,1,-19,-1,5,9,-7,-75
CC(=O)/C(=N\Nc1ccccc1)Sc1nnc(-c2ccccc2)n1-c1ccccc1,6,1,5,-2,1,10,-6,-2,11
C/C(CC(=O)NCc1ccco1)=N\NC(=O)Cc1cccc2ccccc12,-5,0,-12,-8,4,-10,-5,-6,14
CCOc1cc(S(=O)(=O)NCC2CCCO2)ccc1F (stereo not given),5,1,-2,0,-1,14,-5,0,7
O=C(OCc1c(Cl)cccc1Cl)c1ccncc1,-3,0,4,-4,3,-12,-1,8,10
COc1ccc(Cl)cc1NC(=O)C1CCN(S(C)(=O)=O)CC1,3,0,-9,-13,2,-7,-5,0,6
CCN(CC(=O)NCCc1ccc(S(N)(=O)=O)cc1)Cc1nc2cc(OC)c(OC)cc2c(=O)[nH]1,-2,-2,-16,3,0,-30,-6,3,4
COC(=O)C(C)N(C(=O)c1ccc(C(=O)c2ccccc2)cc1)c1c(C)cccc1C (stereo not given),4,-4,-14,10,3,0,-4,1,16
COCCn1c(NCc2ccco2)nc2c1c(=O)[nH]c(=O)n2C,-1,-4,-2,-1,1,-3,-7,-5,15
O=C(O)c1ccc2c(c1)S(=O)(=O)c1cc(Cl)ccc1C2=O,4,-4,-5,9,-23,-13,2,0,0
Cc1ccccc1S(=O)(=O)Cc1ccc(C(=O)NCCCN2CCN(C)CC2)o1,3,0,3,-3,-2,-9,-3,2,8
CC(=O)N(c1c(C)n(C)n(-c2ccccc2)c1=O)C1(C(=O)NC2CCCCC2)CCCCC1,5,-1,10,8,2,-14,0,6,8
COCCn1c(SCC(=O)Nc2cccc(OC)c2)nnc1-c1ccc(Cl)cc1,3,-2,7,12,3,1,-5,2,6
Cc1onc(-c2c(Cl)cccc2Cl)c1C(=O)Nc1ccc(Cl)cn1,-10,2,-24,-8,0,10,-1,10,13
Cc1sc2ncnc(Sc3ccccc3C(=O)Nc3ccccc3Cl)c2c1C,-12,-5,-14,-1,-3,10,1,-22,6
CCCCNC(=O)O[C@H]1C[C@@H]2CCN3C(=O)CCC[C@H]([C@H]1CC)[C@H]23,10,-7,6,-5,2,4,-2,2,10
COc1ccc(C(=O)NCC(=O)N/N=C/c2c(C)[nH]c3ccccc23)cc1,7,-3,24,-13,-1,10,-6,-1,8
O=C(c1ccc(F)cc1)C1CCN(C(=S)Nc2ccccc2)CC1,-4,-2,-4,-3,0,4,15,4,9
Cc1cc(C)cc(NC(=O)c2ccccc2NC(=O)CCC(=O)O)c1,1,-1,-16,-1,1,-3,-10,7,13
O=C(Cc1cccc(NC(=O)C2CCCN(C(=O)C3CCC3)C2)c1)Nc1cccc(C(=O)N2CCCCC2)c1 (stereo not given),/,/,/,/,0,4,1,/,6
Cc1c(C(=O)N2CCN(c3ccc(F)cc3)CC2)sc2nc(-c3ccccc3)cn12,3,-2,-3,7,2,3,6,4,11
Cc1ccccc1NC(=O)c1ccc(S(=O)(=O)N(C)C)cc1,-9,-2,4,-14,3,-32,8,-11,7
O=C(Cn1nnc(-c2cccc(C(F)(F)F)c2)n1)NNS(=O)(=O)c1cccc(C(F)(F)F)c1,1,-1,-1,-18,-1,-19,2,0,13
Cc1ccc(NC(=O)c2ccc([N+](=O)[O-])o2)c(C)c1,-2,-4,2,-8,0,8,-5,-1,17
Cc1ccc(S(=O)(=O)c2nc(-c3cccs3)oc2NCc2cccnc2)cc1,3,2,-21,-4,0,-2,-1,3,-391
O=C(NCc1ccc(F)cc1)C1CCN(S(=O)(=O)c2ccc(Cl)cc2)CC1,-4,0,-4,-8,2,-5,-3,-3,12
CCOC(=O)CCSc1nc(C)c2cc(OC)ccc2n1,-8,3,-11,9,0,3,-6,13,-266
Cn1c(=O)[nH]c(=O)c2c1nc(N/N=C/c1ccncc1)n2Cc1ccc(F)cc1,1,-4,-8,-16,1,9,1,4,5
O=C(NC(=O)c1cc([N+](=O)[O-])ccc1Cl)C1=C(N2CCCC2)COC1=O,3,0,-2,-6,2,-8,-4,3,11
CCOc1cc(CNCCSc2nnnn2C)cc(Br)c1OCc1ccc(F)cc1,1,-3,-2,30,1,17,7,2,15
CCOc1ccc(Cl)cc1/C=C1/C(=O)ON=C1C,7,3,11,-5,0,14,-1,-2,-18

Following part.
SMILES,SENP8 block-1,MIN6 prolif,SENP6 block,UBC13 polyUb,SENP1 FRET inh,PfGluPho inh,HKDC1 inh,SENP7 block,SENP8 block-2
C=CCn1c(SCC(=O)NC2CCCC2)nc2sc(C)cc2c1=O,-13,0,-5,-11,-1,-2,-7,-7,4
Cc1ccc(S(=O)(=O)N2CCN(c3ccccc3)CC2)cc1C(N)=O,3,-3,1,7,3,10,-10,-3,5
Cc1cc(OCC(=O)NCCO)cc(C)c1Cl,-3,-2,-2,5,-1,8,-9,8,15
COc1cc(CNCCc2c[nH]c3ccccc23)ccc1OCc1ccccc1F,-4,-4,-15,47*,0,7,-7,-9,18
C=CCc1ccc(O)c(-c2cc(CC=C)ccc2O)c1,-16,-5,-4,18,4,0,0,4,-143
O=C(Cn1cnc2ccccc2c1=O)N1CCN(Cc2ccccc2)CC1,1,-5,-6,7,2,-5,-3,-3,8
CCOc1ccccc1NC(=O)CC1NCCNC1=O (stereo not given),-4,1,-8,-5,0,4,-5,-2,8
Cn1c2ccccc2c2nnc(SCC(=O)NCc3ccoc3)nc21,-16,-3,-12,-17,1,1,5,2,25
c1ccc2c(c1)nc1n2CCN1CCNC1CCCCC1,-2,0,-6,3,1,-1,-4,-2,6
Cn1nnnc1SC1CC(=O)N(c2ccccc2)C1=O (stereo not given),-4,-6,7,-4,1,8,-8,-2,-3
Cc1cc(C(F)(F)F)nn1CC(=O)NCc1ccco1,6,2,7,5,-16,1,-13,-3,1
CCSc1nnc(NC(=O)C2CCN(C(=O)c3ccc(F)cc3)CC2)s1,7,5,2,3,1,2,-4,-8,9
O=C(CSC1=NCCN1)Nc1cccc([N+](=O)[O-])c1,4,-2,-6,15,0,14,-10,-1,11
O=S(=O)(c1ccc(Cl)cc1)N1CCN=C1SCc1cccnc1,-11,0,43,3,0,17,8,-2,1
Nc1nc(SCC(=O)c2ccc(Oc3ccccc3)cc2)n[nH]1,-22,0,-12,-2,-2,8,1,-7,7
O=C(CN1CCN(c2ccc(F)cc2)CC1)Nc1cccc(C(F)(F)F)c1,-1,-3,-1,-4,-2,13,-1,-3,18
Cc1cccc(N2CCN(C(=O)CCS(=O)(=O)c3ccc4c(c3)NC(=O)CO4)CC2)c1C,2,-2,4,4,0,16,-5,5,10
CCN1CCc2c(C#N)c(NCc3ccccc3)nc(NCCO)c2C1,-2,-3,35,9,-23,24,6,16,-320
Cc1cccn2c(=O)c(C=NCc3ccco3)c(Nc3ccc(SC(F)F)cc3)nc12,1,-4,-4,-8,-1,-11,2,11,6
COC(=O)N1CC(c2ccccc2)CC1=O (stereo not given),1,3,-10,0,-1,-11,-16,6,14
c1ccc(-c2sc3ccccc3c2-c2ccc(OCCN3CCCCC3)cc2)cc1,-4,-6,-5,43,2,1,-3,-1,-20
Cc1cccc(Cn2c(=O)c3c(nc4n3CCN4Cc3ccco3)n(C)c2=O)c1,2,-2,16,1,-1,-4,1,1,1
Cc1cc(S(=O)(=O)N2CCCCC2)c(C)s1,9,-4,11,3,0,-15,3,8,17
CCc1nc(SCCO)c2oc3ccccc3c2n1,-6,1,9,-6,0,-3,3,-5,14
CCN(CC(=O)Nc1ccc2c(c1)OCCO2)C(=O)/C=C/c1ccc(F)cc1,-2,-3,-5,-6,-1,12,-9,0,4
